Screening data as filed in PubChem BioAssay.
West Nile virus CPE – inhibition of WNV-induced cytopathic effect – cell-based, CPE readout (AID 1621) | West Nile virus-infected cells, CPE inhibition; higher % means a stronger effect | actives 0.02% (n = 290,000) | CPE inhibition, % at 10 µM, or IC50 in µM where a hit was titrated; in the data active = a potency from the dose series; inconclusive = CPE inhibition mostly from about 3.7% at the one dose, without a potency; inactive = the rest, 99 in 100 with CPE inhibition below about 2.2%; note: strong numbers were not always called active
human PMI inhibition – inhibitors of human PMI, primary screen, biochemical, fluorescence intensity, coupled assay (AID 1209); purified PMI enzyme, coupled fluorescence intensity; higher % means a stronger effect; inhibition, % at 20 µM, or IC50 in µM where a hit was titrated; actives 0.42% (n = 190,000);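 note: plate controls were DMSO vehicle for no effect and wells lacking substrate for full effect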
Insulin prom up – MIN6 insulin promoter up-regulation | MIN6 insulin promoter-GFP reporter, high-content imaging; hits give high values | z-score at 5 µM | actives 0.3% (n = 190,000) | AID 1625;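 active = z-score above 3 at 5 µM with at least 500 cells counted in the well; inconclusive = wells under 500 cells, flagged as cytotoxic or low count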
PMI inhibition – human PMI inhibitors, high substrate, primary screen, biochemical, fluorescence intensity, high mannose 6-phosphate (AID 1220); one-dose inhibition, % at 20 µM; IC50 in µM for titrated hits; recombinant PMI enzyme, coupled fluorescence intensity; higher % means a stronger effect; actives 0.66% (n = 190,000)
TNAP activation fold – stimulation of alkaline phosphatase TNAP activity – biochemical, luminescent, no phosphate acceptor, uHTS, primary screen (AID 1001) | purified TNAP, luminescent activation assay, no phosphate acceptor; higher activation fold means a stronger effect | activation fold at 20 µM, or EC50 in µM where a hit was titrated | actives 0.03% (n = 200,000); in the data active = activation fold from about 3, or a potency from the dose series; inactive = the rest, 99 in 100 with activation fold below about 1.6; note: many of its hits are not listed in these tables
CSM14.1 death rescue – protection against thapsigargin-triggered cell killing – 384-well, CSM14.1, ATP luminescence, primary screen (AID 1222) | CSM14.1 thapsigargin-induced death rescue, ATP luminescence; higher % means a stronger effect | one-dose cellular ATP content (survival), % at 20 µM; EC50 in µM for titrated hits | 190,000 tested, under 10 active;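 active = EC50 below 50 µM in the dose-response confirmation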;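 note: death triggered by thapsigargin at about 15 µM added after 2 h compound pretreatment; cell ATP read after overnight thapsigargin exposure of roughly 18 to 22 hours; normalized against plate controls of thapsigargin alone and 5% DMSO vehicle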
RSV CPE inhibition – inhibition of RSV-induced cytopathic effect – HEp-2 cells, primary 10 µM value included (AID 2391). one-dose CPE inhibition, % at 10 µM; IC50 in µM for titrated hits. actives 0.13% (n = 310,000). HEp-2 cells, RSV-induced CPE inhibition; higher % means a stronger effect; in the data active = a potency from the dose series; inconclusive = CPE inhibition mostly from about 23% at the one dose, without a potency; inactive = the rest, 99 in 100 with CPE inhibition below about 21%; note: strong numbers were not always called active
Salmonella PhoP GFP – PhoP-dependent GFP reporter repression – Salmonella Typhimurium, primary screen (AID 1863); actives 0.16% (n = 300,000); S. Typhimurium PhoP-regulated promoter GFP reporter, 4 h; higher % means a stronger effect; inhibition, % at 50 µM, or IC50 in µM where a hit was titrated;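 active = inhibition over 29.93%, a cutoff 3 SD above the screen mean, later confirmed by dose response; inconclusive = inhibition over 29.93% but no dose response follow-up; inactive = inhibition at most 29.93% or unconfirmed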;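 note: 0% = low Mg2+ inducing control and 100% = high Mg2+ repressing control; strong numbers were not always called active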
Large T inhibition – TAg ATPase/helicase activity blockers – biochemical (AID 1903); SV40 large T antigen ATPase/helicase inhibition assay; higher % means a stronger effect; inhibition, % at 20 µM, or IC50 in µM where a hit was titrated; actives 0.39% (n = 310,000); in the data active = a potency from the dose series; inconclusive = inhibition mostly from about 32% at the one dose, without a potency; inactive = the rest, 99 in 100 with inhibition below about 32%; note: strong numbers were not always called active
Insulin prom up cell count – recorded beside Insulin prom up, whose call it bears; cell count; measured here: cytotoxicity, nuclei count;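 total cells summed across four imaged fields per well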
Numbers without * were called inactive; ? = inconclusive; / = not tested or not shown. Cut-off read from the data, not from the text of the source, unless noted: active = inhibition above about 50%; inactive = the rest.

nr	molecule	West Nile virus CPE	human PMI inhibition	Insulin prom up	Insulin prom up cell count	PMI inhibition
1	COc1ccc(C)cc1NS(=O)(=O)c1ccc(NC(=O)CN(c2cc([N+](=O)[O-])ccc2C)S(C)(=O)=O)cc1	-1.5%	0.0%	-3.11	588	-0.2%
2	CCc1c(C)c2c(C)nn(-c3ccccc3)c2[nH]c1=O	-0.5%	9.7%	0.28	1707	11.5%
3	Cc1ccc2c(c1)CCCN2S(=O)(=O)c1cccc(C(=O)Nc2ccccc2C(=O)O)c1	1.3%	/	/	/	/
4	CC(=O)Nc1c(C)ccc(CNC(=O)COc2cc(C)ccc2C)c1C	-0.6%	9.0%	0.29	1159	17.5%
5	CCCn1nc(NC(=O)c2ccncc2)c2cc3ccccc3nc21	0.0%	0.3%	-0.91	1050	0.2%
6	O=C(O)/C(=C\c1ccc(Cl)c([N+](=O)[O-])c1)c1ccc(S(=O)(=O)N2CCCCC2)s1	-0.3%	18.7%	0.22	1183	57.0%*
7	CCOC(=O)[C@@H]1[C@H]2COc3ccccc3[C@H]2N2C(=O)N(c3cccc(Cl)c3)C(=O)[C@@]12C	-1.2%	/	/	/	/
8	CC1CCC(NC(=O)c2cnccn2)CC1 (stereo not given)	0.1%	6.5%	-1.33	547	5.2%
9	O=C(NCc1ccccn1)c1ccc(Cn2c(=S)[nH]c3ccccc3c2=O)cc1	0.5%	-6.7%	-0.29	1212	-9.3%
10	CC(=O)NS(=O)(=O)c1ccc(NC(=S)Nc2ccccc2)cc1	-0.3%	/	/	/	/

nr	TNAP activation fold	CSM14.1 death rescue	RSV CPE inhibition	Salmonella PhoP GFP	Large T inhibition
1	1	-3.5%	-1.7%	-2.8%	23.1%
2	1.1	-1.5%	0.4%	5.3%	20.1%
3	/	/	?	-2.4%	?
4	1	-1.5%	1.3%	-1.2%	2.2%
5	1	0.7%	1.9%	-3.4%	1.8%
6	1.1	-1.1%	2.1%	9.8%	10.3%
7	/	/	7.3%	1.3%	11.9%
8	1.1	0.3%	-0.5%	-1.7%	12.7%
9	1.2	-0.6%	1.2%	-6.2%	0.9%
10	/	/	0.2%	1.8%	-3.2%

The list goes on.
nr	molecule	West Nile virus CPE	human PMI inhibition	Insulin prom up	Insulin prom up cell count	PMI inhibition
11	COc1ccc(NS(=O)(=O)c2ccc(NC(=S)NC(=O)c3ccc(Br)cc3)cc2)nn1	-0.4%	17.3%	-0.03	1492	-3.4%
12	Cc1ccc(/C=C/C(=O)N2CCN(c3ccc(F)cc3)CC2)o1	-0.6%	2.9%	0.82	1279	2.6%
13	COc1ccc(N2CCN(S(=O)(=O)c3ccc(Cl)c(C(F)(F)F)c3)CC2)cc1	1.3%	10.4%	-0.24	1839	7.9%
14	CCn1nnc(NC(=O)C(C)Oc2ccc(Cl)cc2Cl)n1 (stereo not given)	0.4%	3.6%	1.28	1086	1.7%
15	CC(C)C(C(=O)Nc1ccncc1)c1ccc(Cl)cc1 (stereo not given)	-0.2%	/	/	/	/
16	CSc1nc(SC(C)C(=O)O)c2c3c(sc2n1)COC(C)(C)C3 (stereo not given)	0.1%	/	-0.39	969	/
17	Cc1cccc(Nc2nc(N)nc(CC(=O)CSc3ccc(Cl)cc3)n2)c1	-0.4%	-11.1%	-0.57	1249	-12.4%
18	COc1cc(/C=C2/C(=O)NN(c3cccc(C)c3)C2=O)cc([N+](=O)[O-])c1O	0.2%	-10.5%	0.45	1456	3.7%
19	CC(OC(=O)CNC(=O)c1ccccc1F)C(=O)Nc1nc(-c2ccccc2)cs1 (stereo not given)	-0.4%	-5.2%	-0.03	1076	-5.2%
20	Brc1ccc(-c2ncc(-c3ccccc3)cn2)cc1	0.8%	-9.9%	0.9	982	-12.7%

nr	TNAP activation fold	CSM14.1 death rescue	RSV CPE inhibition	Salmonella PhoP GFP	Large T inhibition
11	0.8	0.4%	5.2%	12.5%	11.0%
12	1.1	-1.3%	2.4%	-2.0%	6.0%
13	1	-2.1%	0.0%	7.9%	3.4%
14	1.1	-1.8%	0.0%	10.9%	7.4%
15	/	/	5.5%	-4.2%	5.8%
16	/	/	0.8%	-0.9%	19.4%
17	1.1	0.6%	0.7%	-2.1%	-2.3%
18	0.7	-0.1%	-3.3%	-2.3%	12.9%
19	1.1	-3.4%	8.3%	3.1%	7.4%
20	1.1	-2.3%	2.1%	-11.1%	6.6%

One compound at a time, as listed above:
CC(OC(=O)CNC(=O)c1ccccc1F)C(=O)Nc1nc(-c2ccccc2)cs1 (stereo not given) is entered as West Nile virus CPE: -0.4%; human PMI inhibition: -5.2%; Insulin prom up: -0.03; Insulin prom up cell count: 1076; PMI inhibition: -5.2%; TNAP activation fold: 1.1; CSM14.1 death rescue: -3.4%; RSV CPE inhibition: 8.3%; Salmonella PhoP GFP: 3.1%; Large T inhibition: 7.4%
Brc1ccc(-c2ncc(-c3ccccc3)cn2)cc1 is entered as West Nile virus CPE: 0.8%; human PMI inhibition: -9.9%; Insulin prom up: 0.9; Insulin prom up cell count: 982; PMI inhibition: -12.7%; TNAP activation fold: 1.1; CSM14.1 death rescue: -2.3%; RSV CPE inhibition: 2.1%; Salmonella PhoP GFP: -11.1%; Large T inhibition: 6.6%
Cc1cccc(Nc2nc(N)nc(CC(=O)CSc3ccc(Cl)cc3)n2)c1 is entered as West Nile virus CPE: -0.4%; human PMI inhibition: -11.1%; Insulin prom up: -0.57; Insulin prom up cell count: 1249; PMI inhibition: -12.4%; TNAP activation fold: 1.1; CSM14.1 death rescue: 0.6%; RSV CPE inhibition: 0.7%; Salmonella PhoP GFP: -2.1%; Large T inhibition: -2.3%

Next section:
nr	molecule	West Nile virus CPE	human PMI inhibition	Insulin prom up	Insulin prom up cell count	PMI inhibition
21	CC(C)CCn1cnc2c(c1=O)c1nc3ccccc3nc1n2Cc1ccc2c(c1)OCO2	1.4%	-11.6%	-0.3	1267	1.0%
22	COc1cc(OC)c(NS(=O)(=O)c2cc(C(=O)OCC(=O)NCC3CCCO3)ccc2OC)cc1Cl (stereo not given)	0.4%	-8.3%	0.99	1343	-3.0%
23	Cc1ccc(NNc2c(C)nc3ccccc3nc2=O)cc1	1.0%	-2.6%	0.12	1439	-0.9%
24	Cc1ccc(/C=N/NC(=O)C2(C)CC2(Br)Br)cc1 (stereo not given)	-0.1%	6.1%	-0.82	1630	4.9%
25	O=C(N/N=C/C=C/c1ccccc1)c1cccs1	-1.0%	1.8%	-0.22	1057	5.7%
26	O=c1c2ccccc2nc(N2CCN(c3ccccc3)CC2)n1Cc1ccccc1	-0.3%	11.6%	0.2	1165	7.3%
27	COc1ccccc1NS(=O)(=O)c1ccc2nc(CCl)[nH]c2c1	0.1%	/	/	/	/
28	Cc1ccc2[nH]cc(CCNC(=O)c3cccs3)c2c1	-0.2%	/	/	/	/
29	Cc1c(S(=O)(=O)N2CCN(C(=O)c3ccco3)CC2)c(=O)n(C)c(=O)n1C	0.3%	9.3%	-0.44	1748	7.9%
30	Cc1ccc(S(=O)(=O)/N=c2\ccc(Cl)cn2C(F)F)cc1	-0.3%	-20.2%	/	/	-3.7%

nr	TNAP activation fold	CSM14.1 death rescue	RSV CPE inhibition	Salmonella PhoP GFP	Large T inhibition
21	1.1	1.6%	/	3.9%	-2.6%
22	1.1	0.5%	-2.4%	-10.9%	10.3%
23	1	0.1%	-2.0%	1.7%	13.7%
24	1.1	-1.0%	1.7%	-0.8%	16.5%
25	1.3	-0.6%	2.2%	1.0%	2.8%
26	1.2	1.4%	2.8%	-0.8%	4.1%
27	/	/	0.1%	-3.2%	6.8%
28	/	/	4.4%	-1.2%	3.8%
29	1.1	-3.0%	0.7%	-0.2%	2.6%
30	1	-1.2%	-0.6%	-6.2%	7.4%

(continued)
nr	molecule	West Nile virus CPE	human PMI inhibition	Insulin prom up	Insulin prom up cell count	PMI inhibition
31	Cc1ccccc1NC(=O)N1CCNC(=O)C1CC(=O)Nc1cc(Cl)ccc1Cl (stereo not given)	-0.8%	/	/	/	/
32	CC1CCCN(C(=O)C2CCN(S(=O)(=O)c3cccc4nsnc34)CC2)C1 (stereo not given)	-0.6%	/	/	/	/
33	c1ccc2c(NC3=NCCCCS3)cccc2c1	-1.2%	-0.1%	/	/	-0.6%
34	Cc1ccc(N(CC(=O)N2CCCCC2)S(=O)(=O)c2ccc(C)cc2)cc1	-1.1%	3.2%	0.38	1452	18.2%
35	CC(SC1=NCCN1S(C)(=O)=O)c1ccccc1 (stereo not given)	0.0%	/	/	/	/
36	O=C(NC1CCS(=O)(=O)C1)c1cc(-c2ccccc2)nc2ccccc12 (stereo not given)	-0.4%	8.6%	0.12	1253	7.6%
37	COc1cc(/C=N/NC(=S)Nc2cccnc2)cc(OC)c1OC	-0.5%	8.6%	/	/	8.5%
38	CC(C)(C)OC(=O)N1CCC[C@H]1c1nnc(SCc2ccc(Cl)cc2)o1	-0.4%	/	0.1	971	/
39	COc1ccc(S(=O)(=O)Nc2cc3[nH]c(=O)oc3cc2C)cc1	-0.5%	/	/	/	/
40	Cc1cccc(NC(=O)CN2CCN(CC(=O)Nc3ccc(-c4ccccc4)cc3)CC2)c1C	-1.1%	/	/	/	/

nr	TNAP activation fold	CSM14.1 death rescue	RSV CPE inhibition	Salmonella PhoP GFP	Large T inhibition
31	/	/	0.6%	-6.0%	19.0%
32	/	/	0.6%	1.0%	7.5%
33	1.1	0.9%	0.0%	9.9%	9.2%
34	1	2.1%	5.4%	-3.4%	2.5%
35	/	/	0.8%	-0.1%	17.7%
36	1	-0.5%	0.2%	-4.1%	9.3%
37	1.1	-0.1%	0.1%	7.4%	9.4%
38	/	/	6.0%	-2.3%	1.1%
39	/	/	1.8%	-0.1%	15.8%
40	/	/	1.2%	-3.7%	1.9%

Other records:
nr	molecule	West Nile virus CPE	human PMI inhibition	Insulin prom up	Insulin prom up cell count	PMI inhibition
41	COc1cc2c(=O)n(Cc3ccccc3)c(=O)n(CC(=O)C(C)(C)C)c2cc1OC	1.0%	/	0.82	1067	/
42	O=C(NCC1CCCCC1)c1cccc([N+](=O)[O-])c1	-0.5%	/	/	/	/
43	CCCC(=O)N1CCCC(C(=O)c2ccc(OC)c(OC)c2)C1 (stereo not given)	-0.4%	/	/	/	/
44	COc1ccc(OC)c(C2CC(=O)NC(SC)=C2C#N)c1 (stereo not given)	-0.1%	0.2%	-1.27	1022	12.5%
45	CSc1sc(C(=O)NNC(C)=O)c2c1C1(CCC2)SCCS1	-0.1%	/	-0.46	1392	/

nr	TNAP activation fold	CSM14.1 death rescue	RSV CPE inhibition	Salmonella PhoP GFP	Large T inhibition
41	/	/	-0.6%	-6.0%	0.9%
42	/	/	3.2%	-7.5%	10.4%
43	/	/	0.6%	7.7%	0.2%
44	1.1	-1.5%	4.7%	2.7%	10.2%
45	/	/	/	-4.4%	7.2%

No enrichment for hits; 1.5% or so of the library scored in one or more.
